PI4K2A inh – PI4K2A (human) kinase inhibition; purified PI4K2A, ADP-Glo luminescence, 1 h; stronger effect = lower value; activity change, negative = inhibition, % at 76.9 µM; 420,000 tested, 0.13% active; in the data active means activity change below about -50%; inconclusive means mostly about -30% to -49%;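 further: -100% = wells without enzyme as full effect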
Target sequence (Q9BTU6 whole entry, looked up): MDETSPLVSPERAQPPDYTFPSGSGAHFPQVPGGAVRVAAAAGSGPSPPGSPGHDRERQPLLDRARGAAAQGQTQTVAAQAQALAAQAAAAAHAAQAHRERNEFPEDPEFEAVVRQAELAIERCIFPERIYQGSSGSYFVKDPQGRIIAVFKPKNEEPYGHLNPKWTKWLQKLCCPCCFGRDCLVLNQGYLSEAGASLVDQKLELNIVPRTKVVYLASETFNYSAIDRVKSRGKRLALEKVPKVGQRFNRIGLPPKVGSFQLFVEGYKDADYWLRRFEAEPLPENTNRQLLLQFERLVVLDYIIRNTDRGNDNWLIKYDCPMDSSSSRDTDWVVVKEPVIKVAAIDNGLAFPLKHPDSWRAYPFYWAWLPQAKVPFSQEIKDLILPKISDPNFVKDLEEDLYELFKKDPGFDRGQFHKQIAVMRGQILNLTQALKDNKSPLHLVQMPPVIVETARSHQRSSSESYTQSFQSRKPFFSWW
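ADP-Glo luminescence measured ADP generated by PI4K2A enzyme (4 ug/mL before mixing) with 1.2 mM PI substrate (pre-mix) and 300 microM ATP (pre-mix). Tris pH7.5 buffer with MgCl2, Triton X-100; 1 h reaction at ambient temperature.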
USP1-UAF1 inh – inhibitors of human USP1/UAF1 deubiquitinase; recombinant USP1/UAF1, Ub-Rhodamine cleavage fluorescence; Potency, µM (top dose mostly 57.1 µM), for the others: at the top dose activity change, negative = inhibition, usual class: inhibitors; 390,000 tested, 0.23% active; AID 743255; further: potency means the concentration at half of the fitted maximal effect; on the % scale 0 is the no-effect control and ±100 the full control effect; nearly all actives have a fitted effect of over 60% in size; inactives centre near -12
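Step one: compound is pinned into 1nM USP1/UAF1 in HEPES pH 7.8 buffer with TCEP. Step two: 15 min room-temperature incubation. Step three: Ub-Rho (150nM final) starts cleavage, tracked by fluorescence over six one-minute reads.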
rTrxR1 inhibitor – rat TrxR1 inhibition | O89049 | recombinant rTrxR1, NADPH fluorescence consumption, selenite substrate | Potency, µM (titrated, usually from 114 µM), for inactives: at the highest dose activity change, negative = inhibition, most hits filed as inhibitors | 390,000 tested, 1% active | AID 588453; further: potency means the concentration at half of the fitted maximal effect; on the % scale 0 is the no-effect control and ±100 the full control effect; nearly all actives have a fitted effect of over 65% in size
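Rat TrxR1 (90 nM in the dispensed reagent) was pre-reduced with 400 uM NADPH for 5 min at room temperature, then incubated with compound for 15 min. After 400 uM selenite was added, NADPH fluorescence (Ex 340/Em 450 nm) was followed for 8 min.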
TrxR1 substrate – rat thioredoxin reductase 1 substrate activity; O89049; purified TrxR1 substrate turnover, NADPH consumption readout; Potency, µM (series often up to 114 µM), without a hit: top-dose activity change, negative = substrate turnover; 390,000 tested, 0.01% active; AID 588456; further: potency means the concentration at half of the fitted maximal effect; on the % scale 0 is the no-effect control and ±100 the full control effect; nearly all actives have a fitted effect of over 50% in size
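Rat TrxR1, dispensed at 90 nM, was prereduced with 400 uM NADPH (final) for 5 min at ~22 deg C, then incubated with compound 15 min before 400 uM selenite. A first-read NADPH fluorescence drop versus no-compound background flagged substrates.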
mIDH1 inhibitor – inhibitors of human mutant IDH1 R132H; O75874; IDH1-R132H enzyme, NADPH consumption, diaphorase/resazurin fluorescence; Potency, µM (series often up to 76.6 µM), for inactives: at the top dose activity change, negative = inhibition, hits mostly inhibitors; 390,000 tested, 0.093% active; further: potency means the concentration at half of the fitted maximal effect; on the % scale 0 is the no-effect control and ±100 the full control effect; nearly all actives have a fitted effect of over 65% in size
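IDH1-R132H (0.5 ug/mL dispensed) in pH 7.5 Tris buffer was preincubated 30 min with compound, then given a substrate mix of 0.016 mM NADPH and 2 mM alpha-KG for 80 min at room temperature; remaining NADPH was read by diaphorase/resazurin fluorescence.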
D2 antagonist – antagonizes the human D2 dopamine receptor | inhibition, % at 10 µM | HEK293 TREx D2 cells, calcium flux, dopamine EC80 | AID 485344 | 340,000 tested, 2% active | P14416; in the data active means inhibition above about 30%; further: 0% is about no effect
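Calcium mobilization kinetics were recorded at 1 s intervals in tetracycline-induced HEK293 T-REx D2 cells, first for 180 s after compound addition and then 180 s after EC80 dopamine.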
D2 ag – D2 dopamine receptor (human) agonism; P14416; HEK293 T-REx D2 cells, calcium flux agonist mode; activation, % at 2 µM; 340,000 tested, 0.53% active; AID 485358;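 active means activation over 3 SD above normal in the single-dose calcium agonist read, cut at about 30% in these data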; further: 0% is about no effect
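Calcium-flux readout, 1 cycle/sec over 180 s following compound pin transfer, in inducible HEK293 Trex D2 cells (force-coupled); dopamine controls included. Positive calcium responses during this window marked compounds as potential agonists.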
TRHR ag – agonists of human TRH receptor; 360,000 tested, 0.18% active; TRHR cells, calcium flux fluo-8, FDSS agonist mode; P34981; activation, % at 2 µM; in the data active means activation above about 30%; further: 0% is about no effect
Target sequence (P34981 whole entry, looked up): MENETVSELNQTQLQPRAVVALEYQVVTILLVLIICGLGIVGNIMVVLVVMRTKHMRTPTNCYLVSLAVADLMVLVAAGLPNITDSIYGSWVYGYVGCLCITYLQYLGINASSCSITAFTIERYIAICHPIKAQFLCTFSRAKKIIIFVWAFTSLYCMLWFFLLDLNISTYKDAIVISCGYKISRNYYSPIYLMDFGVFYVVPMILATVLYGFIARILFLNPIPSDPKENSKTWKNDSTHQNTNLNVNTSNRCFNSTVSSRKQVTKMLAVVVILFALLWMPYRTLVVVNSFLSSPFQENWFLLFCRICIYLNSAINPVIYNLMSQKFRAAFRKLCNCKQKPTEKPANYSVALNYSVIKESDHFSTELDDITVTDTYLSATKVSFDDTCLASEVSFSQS
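Agonist-mode FDSS calcium read (Ex 480/Em 530, 1 s cycles) in 1536-well TRHR cells with fluo-8 dye, after 10-cycle baseline and 23 nL compound addition; TRH at EC20 (10 nM final) added afterwards for the enhancer phase.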
TRHR PAM – allosterically enhances the human TRH receptor. TRHR cells, fluo-8 calcium fluorescence, EC20 TRH enhancement. 360,000 tested, 0.66% active. enhancement, % at 2 µM. P34981; in the data active means enhancement above about 30%; further: 0% is about no effect
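TRHR-expressing cells loaded with fluo-8 calcium dye were read kinetically (ex 480/em 530) during compound addition, then stimulated with an EC20 of TRH (10 nM final). Enhancement of the Gq-mediated intracellular calcium response was scored.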
The depositor's hits bear a star; [ ] = dose if it differs, or a comment. Unless noted, the call rests on the fitted dose curve; in most records, active means well fitted inhibition curve with a large enough effect; inconclusive means small, poorly fitted or top-dose-only effect; inactive means no such curve, though single readings can be large or run the other way.

`O=C(NCc1ccccn1)c1ccccc1OCc1ccc(F)cc1` gave PI4K2A inh 3, USP1-UAF1 inh 1%, rTrxR1 inhibitor -2%, TrxR1 substrate -8%, mIDH1 inhibitor 8%, D2 antagonist 1, D2 ag -0.1, TRHR ag 0.6 and TRHR PAM -4.
`CCOC(=O)c1c(NC(=O)COC(=O)CNC(=O)c2ccco2)sc(C(C)=O)c1C` gave PI4K2A inh -16, USP1-UAF1 inh -3%, rTrxR1 inhibitor -18%, TrxR1 substrate -2%, mIDH1 inhibitor 1%, TRHR ag -0.2 and TRHR PAM 0.
CSc1n[nH]c(=O)n1-c1ccc(Cl)cc1 was read as PI4K2A inh 1, USP1-UAF1 inh -13%, rTrxR1 inhibitor 5%[57.1 µM], TrxR1 substrate 7%[57.1 µM], mIDH1 inhibitor 3%, D2 antagonist 10, D2 ag 0.2, TRHR ag 0.1 and TRHR PAM -9.
`CN1CCN(C(=O)/C=C/c2c(F)cccc2Cl)CC1` gave PI4K2A inh -1, USP1-UAF1 inh -16%, rTrxR1 inhibitor 20%, TrxR1 substrate 3%, mIDH1 inhibitor 8%, D2 antagonist -6, D2 ag 0.8, TRHR ag 0.4 and TRHR PAM 0.
Screening O=S(=O)(c1cc(Cl)ccc1Cl)N1CCC2(CC1)OCCO2 returned PI4K2A inh 0, USP1-UAF1 inh -21%, rTrxR1 inhibitor 10%, TrxR1 substrate -7%, mIDH1 inhibitor 0%, D2 antagonist 22, D2 ag -0.8, TRHR ag 0.4 and TRHR PAM -2.
CN(C1CCCCC1)S(=O)(=O)c1ccc(S(=O)(=O)N(CC(=O)Nc2ccccc2)C2CC2)cc1 was read as PI4K2A inh -1, USP1-UAF1 inh -7%, rTrxR1 inhibitor 18%, TrxR1 substrate -8%, mIDH1 inhibitor 1%, D2 antagonist 6, D2 ag 0.4, TRHR ag 1.6 and TRHR PAM -7.
O=C(NCc1ccco1)C(c1ccccc1)N(C(=O)Cc1cccs1)c1ccccc1F (configuration not stated) was read as PI4K2A inh -1, USP1-UAF1 inh -22%, rTrxR1 inhibitor -12%, TrxR1 substrate -9%, mIDH1 inhibitor 21µM*, D2 antagonist -36, D2 ag -0.3, TRHR ag -0.5 and TRHR PAM 10.
For COc1ccc(CCC(=O)Nc2ccc(S(=O)(=O)Nc3nccc(C)n3)cc2)cc1 the results were PI4K2A inh 0, USP1-UAF1 inh -13%, rTrxR1 inhibitor 2%[57.1 µM], TrxR1 substrate 1%[57.1 µM], mIDH1 inhibitor -10%, D2 antagonist -15, D2 ag -0.9, TRHR ag 0.5 and TRHR PAM -1.
`COc1ccc(C(=O)NNC(=O)Cc2nc3nc(C)cc(C)n3n2)cc1` gave PI4K2A inh -3, USP1-UAF1 inh -2%, rTrxR1 inhibitor 14%, TrxR1 substrate -6%, mIDH1 inhibitor 0%, D2 antagonist -13, D2 ag -1.0, TRHR ag -0.3 and TRHR PAM 6.
For COc1cc(OC)cc(C(=O)N/N=C/c2ccc(OC)c(COc3ccc(F)cc3)c2)c1 the results were PI4K2A inh 0, USP1-UAF1 inh -20%, rTrxR1 inhibitor 12%, TrxR1 substrate 3%, mIDH1 inhibitor 1%, D2 antagonist 34*, D2 ag 0.8, TRHR ag 0.7 and TRHR PAM -8.
COc1ccccc1N1CCN(C(=O)C(CCSC)NS(=O)(=O)c2ccc3c(c2)oc(=O)n3C)CC1 (configuration not stated) was read as PI4K2A inh -4, USP1-UAF1 inh -30%, rTrxR1 inhibitor 15%[57.1 µM], TrxR1 substrate 0%[57.1 µM], mIDH1 inhibitor 0%, D2 ag 2.3, TRHR ag 0.2 and TRHR PAM 0.
`CN(C)C(=O)CCc1ccc2c3c([nH]c2c1)[C@]1(CCC2CCCC2)[C@@H](C(=O)N2CCOCC2)C[C@H](CC(=O)NCc2ccco2)C(=O)N1CC3` gave PI4K2A inh 0, USP1-UAF1 inh -13%, rTrxR1 inhibitor 2%, TrxR1 substrate 1% and mIDH1 inhibitor 5%[38.3 µM].
Screening Cc1cccc(N2CCN(C(=O)CCNS(=O)(=O)c3ccc4c(c3)oc(=O)n4C)CC2C)c1 (configuration not stated) returned PI4K2A inh 0, USP1-UAF1 inh -24%, rTrxR1 inhibitor 24%, TrxR1 substrate 8%, mIDH1 inhibitor -5%, D2 antagonist 23, D2 ag 1.2, TRHR ag 0.4 and TRHR PAM -1.
For CNc1ccc(-c2nc(-c3ccco3)no2)cc1[N+](=O)[O-] the results were PI4K2A inh -1, USP1-UAF1 inh -14%, rTrxR1 inhibitor 15%, TrxR1 substrate 4%, mIDH1 inhibitor 0%, D2 ag -1.3, TRHR ag 0.3 and TRHR PAM 0.
Screening Brc1ccc(C2Nc3cccc4cccc(c34)N2)cc1 returned PI4K2A inh -4, USP1-UAF1 inh -26%, rTrxR1 inhibitor inconclusive, TrxR1 substrate -9% and mIDH1 inhibitor 20%.
For CCCCn1c(N)c(N(CC(C)C)C(=O)C2CC(=O)N(CCc3ccccc3)C2)c(=O)[nH]c1=O (configuration not stated) the results were PI4K2A inh 1, USP1-UAF1 inh -13%, rTrxR1 inhibitor 0%, TrxR1 substrate -4%, mIDH1 inhibitor 2%, D2 antagonist 8, D2 ag -0.6, TRHR ag -0.2 and TRHR PAM 1.
For O=C(c1cnn(C(=O)c2ccccc2F)c1)c1ccccc1O the results were PI4K2A inh 2, USP1-UAF1 inh -21%, rTrxR1 inhibitor inconclusive, TrxR1 substrate 4%, mIDH1 inhibitor 4%, D2 antagonist -5, D2 ag 0.3, TRHR ag 0.2 and TRHR PAM 12.
Screening Cc1ccc(-c2c(CC(=O)O)c(C)nc3sc4c(c23)CCCC4)cc1 returned PI4K2A inh -16, USP1-UAF1 inh -26%, rTrxR1 inhibitor 6%, TrxR1 substrate 9%, mIDH1 inhibitor -18%, D2 antagonist -3, D2 ag -0.5, TRHR ag -0.1 and TRHR PAM -8.
`CC1CCC2C(C1)OS(=O)(=O)NC2(C)C` (configuration not stated) gave D2 antagonist -6, D2 ag -0.6, TRHR ag -0.4 and TRHR PAM -6.
Cc1nn(CCC(=O)NNC(=S)Nc2ccc(F)cc2)c(C)c1[N+](=O)[O-] was read as PI4K2A inh 0, USP1-UAF1 inh -16%, rTrxR1 inhibitor -14%, TrxR1 substrate 1%, mIDH1 inhibitor 3%, D2 antagonist 0, D2 ag 0.6, TRHR ag 0.0 and TRHR PAM -5.
For Cc1cccc(OCC(=O)N(C)c2c(N)n(Cc3ccccc3)c(=O)[nH]c2=O)c1C the results were PI4K2A inh 0, USP1-UAF1 inh -21%, rTrxR1 inhibitor 11%, TrxR1 substrate 2%, mIDH1 inhibitor 12%, D2 antagonist 29, D2 ag -0.3, TRHR ag 0.1 and TRHR PAM 2.
`Cc1cc([N+](=O)[O-])ccc1N1C(=O)c2ccc(C(=O)Nc3ccccc3C(=O)O)cc2C1=O` gave PI4K2A inh 1, USP1-UAF1 inh -23%, rTrxR1 inhibitor -4%, TrxR1 substrate -7%, mIDH1 inhibitor 9%, D2 antagonist 23, D2 ag -1.6, TRHR ag 0.4 and TRHR PAM 3.
Nc1nc(COc2ccccc2C=O)nc(Nc2ccccc2)n1 was read as PI4K2A inh 0, USP1-UAF1 inh -20%, rTrxR1 inhibitor 13%[57.1 µM], TrxR1 substrate 11%[57.1 µM], mIDH1 inhibitor -3%, D2 antagonist 2, D2 ag 2.3, TRHR ag 0.2 and TRHR PAM 7.
For O=C(CSc1nc2c(c(=O)[nH]1)CCC2)Nc1ccccc1F the results were PI4K2A inh -8, USP1-UAF1 inh inconclusive, rTrxR1 inhibitor 9%, TrxR1 substrate -4%, D2 ag -0.4, TRHR ag -0.1 and TRHR PAM -2.
CC(C)(C)OC(=O)NCCc1n[nH]c(=S)o1 was read as PI4K2A inh -1, USP1-UAF1 inh 2%, rTrxR1 inhibitor -5%[57.1 µM], TrxR1 substrate 6%[57.1 µM], mIDH1 inhibitor -1%, D2 antagonist -8, D2 ag -1.8, TRHR ag -1.0 and TRHR PAM -6.
C/C(=N\NC(=O)c1c([N+](=O)[O-])c(C)nn1C)c1ccc(NC(=O)c2ccc(C)o2)cc1 was read as PI4K2A inh -6, USP1-UAF1 inh -17%, rTrxR1 inhibitor 29%, TrxR1 substrate 2%, mIDH1 inhibitor 10%, D2 antagonist 17, D2 ag 0.0, TRHR ag -0.2 and TRHR PAM 0.
CC1c2nc3ccccc3n2C(CC(=O)NC2CC2)C(=O)N1Cc1ccccc1 (configuration not stated) was read as PI4K2A inh 3, USP1-UAF1 inh -6%, rTrxR1 inhibitor 17%, TrxR1 substrate 0%, mIDH1 inhibitor 4%, D2 antagonist -11, D2 ag 5.4, TRHR ag -0.7 and TRHR PAM 3.
For O=C(c1ccc(COc2ccccc2[N+](=O)[O-])o1)N1CCCCC1 the results were PI4K2A inh 2, USP1-UAF1 inh 0%, rTrxR1 inhibitor -3%, TrxR1 substrate 4%, mIDH1 inhibitor 4%, D2 antagonist -13, D2 ag -0.5, TRHR ag 0.0 and TRHR PAM 3.
Screening O=C(Nc1ccn(-c2ccccc2)n1)c1ccccc1Br returned PI4K2A inh 0, USP1-UAF1 inh -11%, rTrxR1 inhibitor 11%, TrxR1 substrate -1%, mIDH1 inhibitor 14%, D2 antagonist -2, D2 ag -0.7, TRHR ag -0.3 and TRHR PAM 2.
`COc1ccccc1C(=O)Nc1nnc(SCc2cc(=O)c3cc(Cl)ccc3[nH]2)s1` gave PI4K2A inh -12, USP1-UAF1 inh inconclusive, rTrxR1 inhibitor 24%[57.1 µM], TrxR1 substrate 0%[57.1 µM], mIDH1 inhibitor 10%, TRHR ag 0.3 and TRHR PAM -2.

Screening data deposited in PubChem by National Center for Advancing Translational Sciences (NCATS).

Compounds as they come; 3.9% or so of the library scored in one or more.
